Screening data deposited in PubChem by several laboratories.
Rad51 HR inh – blocks human Rad51 in homologous recombination. Q06609. 0.085% of 200,000 active. inhibition, % at 10 µM. hRad51 DNA strand exchange, fluorescence dequenching;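 active = inhibition above 40% at the single screening dose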;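 note: 0% = DMSO control wells and 100% = blanks with heterologous ssDNA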
Target sequence (Q06609 whole entry, looked up): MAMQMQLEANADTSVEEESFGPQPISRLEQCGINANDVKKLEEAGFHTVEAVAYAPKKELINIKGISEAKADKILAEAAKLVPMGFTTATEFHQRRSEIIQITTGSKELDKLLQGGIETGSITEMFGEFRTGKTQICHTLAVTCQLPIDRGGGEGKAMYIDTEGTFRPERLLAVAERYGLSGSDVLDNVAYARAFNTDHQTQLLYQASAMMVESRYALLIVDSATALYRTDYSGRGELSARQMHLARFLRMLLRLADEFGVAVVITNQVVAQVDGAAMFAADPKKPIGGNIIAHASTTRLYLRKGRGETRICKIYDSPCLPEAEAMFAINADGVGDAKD
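material = hRad51 filaments on single-stranded DNA | timing = filaments 15 min 37 °C, then compound 30 min | signal = FRET fluorescence dequenching, excitation 485 nm, emission 520 nm | benchmarks = control wells and blank wells on each plate | evaluation = percent inhibition relative to plate controls and blanks | compound = 10 µM final, single point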
FXIa inh – blocks human coagulation factor XIa protease activity. P03951. purified FXIa, Boc-Glu-Ala-Arg-AMC fluorogenic substrate. inhibition, % at 5 µM. 0.14% of 220,000 active. AID 798;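 active = inhibition of at least 40%; inactive = inhibition below 40%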;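 note: fluorescence of freed AMC excited at 355 nm; 0% = enzyme without compound and 100% = no enzyme blank; many of its hits are not listed in these tables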
Wee1 stabilizer – human Wee1 degradation inhibition, primary screen | 1.2% of 220,000 active | P30291 | reporter increase, % at 5 µM | HeLa Luc-Wee1K328M stability, luciferase luminescence; 100% = proteasome inhibitor MG132 effect | AID 1321;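 active = activation above the mean of all tested compounds plus 3 SD, set per screening run, cut at about 8.8% in these data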;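 note: cells exposed to compound for 20 h before luminescence read; 0% = DMSO alone and 100% = MG132 at 30 µM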
FXIIa inh – factor XIIa (human) inhibition; 0.3% of 220,000 active; P00748; purified FXIIa, Boc-QGR-AMC fluorogenic substrate, 2 h; inhibition, % at 5 µM; in the data active = inhibition above about 40%;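 note: 0% = enzyme with no compound and 100% = blank without enzyme; many of its hits are not listed in these tables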
Mdm2 ligase inh – Mdm2 E3 ligase (human) inhibition; 0.11% of 210,000 active; Q00987; cell-based MDM2 ubiquitination luciferase reporter, 2 h; 0 = plate control, 100 = twice control, blank-subtracted; signal enhancement, % at 5 µM;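 active = signal enhancement of 30% or more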;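 note: luminescence tracks abundance of the self-degrading MDM2-luciferase fusion protein; higher signal means inhibition of MDM2 E3 ligase activity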
Target sequence (Q00987 whole entry, looked up, the tested form may be a part): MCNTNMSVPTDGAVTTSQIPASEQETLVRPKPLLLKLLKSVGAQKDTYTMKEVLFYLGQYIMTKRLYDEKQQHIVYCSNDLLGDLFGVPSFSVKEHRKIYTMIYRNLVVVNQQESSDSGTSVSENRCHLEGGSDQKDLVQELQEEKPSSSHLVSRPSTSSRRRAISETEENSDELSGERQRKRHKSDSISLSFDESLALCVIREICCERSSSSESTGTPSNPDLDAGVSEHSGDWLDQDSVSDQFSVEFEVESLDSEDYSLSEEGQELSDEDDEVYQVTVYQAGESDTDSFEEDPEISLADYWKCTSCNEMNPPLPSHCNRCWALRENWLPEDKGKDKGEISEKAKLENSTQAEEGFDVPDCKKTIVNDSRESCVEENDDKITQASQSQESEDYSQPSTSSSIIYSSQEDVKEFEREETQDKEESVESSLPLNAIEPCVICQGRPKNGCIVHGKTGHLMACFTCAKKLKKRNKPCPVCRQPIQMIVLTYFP
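Assay system: mammalian cells stably expressing self-ubiquitinating, self-degrading MDM2 E3–luciferase fusion. Quantity: 2000 cells in each well. Medium: DMEM culture medium. Compound dosing: single-point 5 µM. Timing: cell settling 4 h, compound treatment 2 h, both 37 °C. Technique: luciferase luminescence. Read-out basis: percent signal gain over controls, blank-subtracted. Benchmarks: plate controls and plate blanks.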
p97 inhibitor – blocks human p97 ATPase activity. 0.42% of 220,000 active. inhibition, % at 8 µM. P55072. AID 1481. recombinant p97 ATPase, Kinase-Glo ATP luminescence, 3 h; in the data active = inhibition above about 15%;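 note: 0% = DMSO vehicle and 100% = wells lacking enzyme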
14-3-3 Bad PPI – disrupts binding of bovine 14-3-3 zeta to phospho-Bad peptide | 0.71% of 220,000 active | P63103 | TR-FRET 14-3-3zeta/Dy647-pBad peptide displacement, 1 h | inhibition, % at 21.7 µM;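 active = inhibition above about 70%, limit read from the data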;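 note: 0% = full 14-3-3 plus peptide FRET controls and 100% = background without 14-3-3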
eIF4E-4G inh – eIF4E/eIF4G interaction inhibition in translation initiation. TR-FRET eIF4E-eIF4GI(517-606) binding, 2 h. inhibition, % at 21.7 µM. 0.37% of 220,000 active. AID 782;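 active = inhibition above about 30%, limit read from the data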;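 note: 0% = full FRET control wells and 100% = background wells lacking eIF4GI fragment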
KLK5 inh – blocks human kallikrein 5 protease activity; inhibition, % at 5 µM; 0.59% of 210,000 active; AID 873; Q9Y337; recombinant hK5, fluorogenic AMC substrate cleavage;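 active = inhibition of 40% or more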;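 note: 0% = enzyme controls without compound and 100% = no-enzyme blanks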
Target sequence (Q9Y337 67-293 limits assumed): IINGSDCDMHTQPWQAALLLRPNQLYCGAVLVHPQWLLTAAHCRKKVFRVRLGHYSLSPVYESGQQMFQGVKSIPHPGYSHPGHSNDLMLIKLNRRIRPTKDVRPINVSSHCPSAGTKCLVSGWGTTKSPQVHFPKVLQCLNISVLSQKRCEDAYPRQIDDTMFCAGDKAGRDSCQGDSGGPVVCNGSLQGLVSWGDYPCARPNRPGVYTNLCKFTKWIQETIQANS
* hit, by the source's call; · = not tested or not shown; [ ] = remark or other dose.

SMILES	Rad51 HR inh	FXIa inh	Wee1 stabilizer	FXIIa inh	Mdm2 ligase inh	p97 inhibitor	14-3-3 Bad PPI	eIF4E-4G inh	KLK5 inh
Cn1nnnc1SCc1csc(Nc2ccccc2)n1	-10	1	2	13	-13	0	5	0	6
CCOc1ccc(N(CC(=O)NCC2CCCO2)S(=O)(=O)c2ccc(Cl)cc2)cc1 (stereo not drawn)	7	-8	-1	12	-9	3	1	-3[fluorescence artefact?]	-25
c1cnc2ccc(C(c3nnnn3C3CCCCC3)N3CCCCC3)cc2c1 (stereo not drawn)	12	23	0	32	-10	-3	4	-1	0
O=C(Oc1cccc(C(=S)N2CCCCC2)c1)c1ccccc1	13	-2	0	9	-10	-2	-10	-7	2
CCc1nc(SCC(=O)Nc2cc(C)on2)n[nH]1	·	11	1	20	-20	2	-2	-1	8
O=C(c1ccco1)N(Cc1cc2ccccc2[nH]c1=O)CC1CCCO1 (stereo not drawn)	-4	2	-2	17	-19	-3	-3	4	5
Cc1ccc2[nH]c(=O)cc(C(=O)OCC(=O)c3ccc(F)cc3)c2c1	-2	-6	4	1	-11	2	9	2	-4
CC(=O)OC[C@H]1O[C@@H](O/N=C(\C)CCN2CCCCc3nc(C)c(C)cc32)[C@H](OC(C)=O)[C@@H](OC(C)=O)[C@@H]1OC(C)=O	·	0	-3	7	·	-3	-2[fluorescence artefact?]	-2	-3
CCCCCC(=O)NC(=S)Nc1ccccc1C(=O)OC	6	0	1	-2	-16	8	-10	-2	0
Cc1cc(=O)n2nc(N3CCCC(C(=O)N4CCN(c5ccccc5)CC4)C3)sc2n1 (stereo not drawn)	-3	-2	-1	9	-11	3	-3	-1	-5
O=C(COc1ccc(C(=O)c2ccccc2)cc1)NCc1ccc(F)cc1	-8	4	4	13	-9	3	11	3	-4
CC(NC(=O)c1ccccc1Br)c1nnc(SCc2ccc([N+](=O)[O-])cc2)n1C (stereo not drawn)	·	6	-1	19	-20	0	9	-4	0
Cc1ccc(-n2cc(CN3CCN(Cc4nccn4C)CC3)c(-c3ccc(F)cc3)n2)cc1	14	-4	1	4	3	3	-13	1	-5
Cn1c(=O)cc(SCC(=O)NCCCN2CCN(c3ccc(F)cc3)CC2)c2ccccc21	5	2	2	8	-5	-6	7	0	-7
COCCCNc1nc2ccccc2nc1NS(=O)(=O)c1cccs1	6	3	8	9	-2	3	19	-1	5
CC1CCN(S(=O)(=O)c2cccc(S(=O)(=O)N3CCOCC3)c2)CC1	4	-8	-2	7	-23	2	10	-1	-18
COCCNC(=O)C(=O)NCC1OCCN1S(=O)(=O)c1ccc2c(c1)OCCO2 (stereo not drawn)	5	-1	0	5	-10	-4	-1	-4	4
CC(=O)NC(CCS(C)(=O)=O)C(=O)Nc1cc(Cl)ccc1Cl (stereo not drawn)	1	5	-1	14	-11	6	7	4[fluorescence artefact?]	-9
O=c1cc(-c2ccccc2)[nH]c2[nH]n(-c3ccccc3)c(=O)c12	12	0	1	9	-18	5	10	-1	-2
Cc1ccc(S(=O)(=O)/N=C(\N)c2ccc(F)cc2)cc1	8	-4	0	1	-4	4	-7	1	-7
CCOc1ccccc1/C=N/NC(=O)c1cccc(Cl)c1	11	9	3	10	4	6	-3	14[fluorescence artefact?]	-11
COc1ccc(CCNCC(O)Cn2ccc3ccccc32)cc1OC (stereo not drawn)	4	-2	0	4	-3	0	-16	1	-3
CCNc1sc(C(=O)OCC)c(N)c1C#N	2	-7	-1	-1	-3	-1	-7	-4	-2
Nc1ccc(Br)cc1C(=O)O	15	11	0	21	-1	4	1	9	-12
O=C(NCc1ccco1)C(c1ccccc1)N(Cc1ccccc1)C(=O)Cn1nnc2ccccc21 (stereo not drawn)	2	1	0	12	·	1	-4	1	0
Further structures:
SMILES	Rad51 HR inh	FXIa inh	Wee1 stabilizer	FXIIa inh	Mdm2 ligase inh	p97 inhibitor	14-3-3 Bad PPI	eIF4E-4G inh	KLK5 inh
Cn1nccc1NC(=O)CSCC(=O)O	1	5	-1	5	-3	-2	1	2	-2
CN(C)c1nc2c(c(=O)n(C)c(=O)n2C)n1Cc1ccccc1	-6	7	2	15	-2	3	0	1	-27
CCOc1ccc(Nc2nc(Cl)nc(N3CCN(c4ccc(OC)cc4)CC3)n2)cc1	11	-1	-3	-2	-8	0	-10[fluorescence artefact?]	7[fluorescence artefact?]	-17
Cc1onc(-c2c(Cl)cccc2Cl)c1C(=O)O/N=C(\C#N)c1c(Cl)cccc1Cl	-28	-5	0	2	-8	1	1	0	12
COc1cccc(CCNc2ccc(N3C(=O)CC(C)C3=O)cc2[N+](=O)[O-])c1 (stereo not drawn)	35	-1	-1	6	0	2	-16	3	1
O=C(/C=C/c1ccccc1Cl)NCc1ccco1	-2	-12	1	3	9	6	-5	5	-6
CC(/C=C/c1ccccc1)=N\NC(=O)c1ccc(Br)cc1	12	-2	3	6	-10	1	-21	0	-3
CNC(=S)N1N=C(c2ccc(OC)cc2)CC1c1ccccc1Cl (stereo not drawn)	·	5	-1	7	-6	4	1	1	3
CCCCOC(=O)Nc1ccc(S(=O)(=O)Nc2cc(C)nc(C)n2)cc1	2	-3	0	5	-10	0	5[fluorescence artefact?]	2[fluorescence artefact?]	-6
CC12CCC(C(=O)Nc3cccc(Cl)c3)(C(Br)C1=O)C2(C)C (stereo not drawn)	-2	5	7	17	1	2	-22[fluorescence artefact?]	-1	-11
CC12CCC(c3c(CO)nn(-c4ccccc4)c31)C2(C)C (stereo not drawn)	-5	8	10*	15	-12	0	2	2	-2
NS(=O)(=O)c1ccc(CCNC(=O)CSc2ccc(Cl)cc2)cc1	-13	0	-4	3	-14	5	1	6	-4
COc1cc(/C=C2\SC(=O)N(Cc3ccc(Cl)cc3)C2=O)cc([N+](=O)[O-])c1O	-1	0	-1	11	3	1	96*	61*	4
Cc1c(O)ccc(NC(=O)/C=C/c2ccccc2)c1C	-30	-3	1	1	-5	4	-7	4	-15
CCOc1cc(C2NC(=O)NC(C)=C2C(C)=O)cc(Cl)c1OCC(=O)O (stereo not drawn)	-7	1	-4	5	-9	5	8	-1[fluorescence artefact?]	-2
CCOC(=O)c1ccc(NC(=O)CSc2nnc(Cn3c(=O)sc4ccccc43)n2C)cc1	·	2	4	8	-16	-4	4	-4	-18
O=C1NC(Cc2c[nH]c3ccccc23)C(=O)N1Cc1cccc2ccccc12 (stereo not drawn)	4	6	-3	14	-5	0	2	2[fluorescence artefact?]	-4
O=C(O)CCn1c(SCc2cc(=O)n3ccccc3n2)nc2ccsc2c1=O	10	1	-1	11	-25	3	3	3	2
O=C(Nc1ccc(N2CCOCC2)cc1)c1cc2c(s1)CCCC2	-30	0	-1	7	-2	2	-16	2	3
COc1ccccc1NS(=O)(=O)c1cccc(C(=O)N/N=C/c2ccc(NC(C)=O)cc2)c1	-4	-1	1	-4	-23	3	-7	1	-20
COc1ccccc1-c1c(C)nn2c(N3CCN(Cc4ccccc4)CC3)cc(C)nc12	-1	4	-1	13	-4	-8	1	-7	-9
COc1ccc(C(=O)Nc2c(C(C)(C)C)nn(C)c2C(C)(C)C)cc1	11	0	4	5	-7	-9	0	4	-5
CCc1ccccc1NC(=O)CC(O)(C(=O)OC)C(F)(F)F (stereo not drawn)	3	3	0	0	-12	-2	-7[fluorescence artefact?]	-2	-18
CCOC(=O)Nc1sc2c(c1C(=O)OCC)CCC2	-8	1	-1	14	-11	-3	-12	-6	-7
O=C(CSc1nnc(-c2ccc(F)cc2)o1)c1ccc2c(c1)OCCO2	1	-3	-3	7	0	0	0[fluorescence artefact?]	-15	-26

Profiles, quoted from the list. Values in the order: Rad51 HR inh	FXIa inh	Wee1 stabilizer	FXIIa inh	Mdm2 ligase inh	p97 inhibitor	14-3-3 Bad PPI	eIF4E-4G inh	KLK5 inh
`COc1ccccc1NS(=O)(=O)c1cccc(C(=O)N/N=C/c2ccc(NC(C)=O)cc2)c1` reads -4	-1	1	-4	-23	3	-7	1	-20
`O=C(CSc1nnc(-c2ccc(F)cc2)o1)c1ccc2c(c1)OCCO2` reads 1	-3	-3	7	0	0	0[fluorescence artefact?]	-15	-26

Next part.
SMILES	Rad51 HR inh	FXIa inh	Wee1 stabilizer	FXIIa inh	Mdm2 ligase inh	p97 inhibitor	14-3-3 Bad PPI	eIF4E-4G inh	KLK5 inh
N#Cc1nc(Cc2ccccc2)oc1NCCN1CCOCC1	-7	21	-1	24	32*	-2	-1	-5	3
CCCN(CCC)CCNC(=O)C(NS(=O)(=O)c1ccc2c(c1)CCC(=O)N2)c1ccccc1 (stereo not drawn)	0	-4	-2	2	-17	1	2[fluorescence artefact?]	14[fluorescence artefact?]	-25
CC1CC(C)CN(c2nc3c(c(=O)n(C)c(=O)n3C)n2CCSc2ncccn2)C1 (stereo not drawn)	-6	4	-4	15	-19	1	12	1	-4
O=C(/C=C/Nc1ccccc1)c1ccccc1	·	21	4	33	-24	-4	-4	-7	-6
CCN(CC)c1ccc(C=Nc2cc(C)cc(C)c2)c(O)c1	-13	16	-1	13	8	4	-8	-3	-5
Cn1c(=O)[nH]c(=O)c2c1nc(N1CCCC1)n2CCSc1nc2ccccc2[nH]1	1	5	-1	10	6	-4	3[fluorescence artefact?]	-3[fluorescence artefact?]	-5
c1ccc2c(Nc3nc(N4CCOCC4)c4ccccc4n3)cccc2c1	·	11	-1	11	-8	-1	18	-1	-11
Cc1ccc(S(=O)(=O)Nc2ccc(C(OC(=O)c3ccccc3[N+](=O)[O-])(C(F)(F)F)C(F)(F)F)cc2)cc1	7	4	2	2	-6	7	-2	-1	-15
CCOc1cc(NC(=O)C2CCCO2)c(OCC)cc1NC(=O)C1CC1 (stereo not drawn)	4	-2	2	-12	-6	3	1	7	10
COc1ccc(CNC(=O)CN(C2CCCCC2)S(C)(=O)=O)cc1	-7	3	-1	15	-8	7	-29	1	-18
Cc1ccc(N2C(=O)c3ccccc3C2Nc2ccccc2)nc1 (stereo not drawn)	-5	4	0	-17	-22	-1	4	-2	-5
O=C(O)CCCC(=O)Nc1ccccc1Br	4	-8	-1	-10	-7	3	-2	5	-4
Cc1cccc(-n2c(CCc3ccccc3)nnc2SCC(=O)c2ccccc2)c1	22	4	-2	7	5	-2	-2	3	-7
COCC(=O)N(C)C1(c2nnnn2CCOC(=O)Nc2ccc(Cl)cc2)CCCC1	3	-9	-1	8	-22	6	-13	4	-16
COc1ccc(C2(CNC(=O)c3ccc(OC)c([N+](=O)[O-])c3)CCOCC2)cc1OC	-1	-3	-3	11	-21	2	-8	0	-18
Cc1c(C(=O)NCc2ccco2)cccc1[N+](=O)[O-]	·	4	1	8	·	7	1	-4	-15
CCn1c(SCC(=O)Nc2cc(OC)ccc2OC)nnc1C1CCCCC1	-1	2	-2	16	-9	0	3	6	-5
CCOC(=O)Nc1cccc(Cl)c1C	-2	1	-4	14	2	4	6	-3	-21
Cc1cccc(CN2CCN(c3nc4nonc4nc3NC3CC3)CC2=O)c1	1	1	0	9	-5	3	-19	2	·

No enrichment for hits; 3.5% or so of the library scored in one or more.
